# Screening results as filed in PubChem BioAssay.
# CHT PAM: allosteric activators of human choline transporter CHT. Q9GZV3. CHT-expressing cells, membrane potential dye, choline EC20; stronger effect = higher value; LV-AA mutant CHT in HEK293 cells. B-score at 10 µM. hit rate 0.49% among 310,000. AID 488977;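 active = initial fluorescence not abnormally high and integrated response B-score, plate-corrected, over 3 SD above library mean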
# Target sequence (Q9GZV3 whole entry, looked up): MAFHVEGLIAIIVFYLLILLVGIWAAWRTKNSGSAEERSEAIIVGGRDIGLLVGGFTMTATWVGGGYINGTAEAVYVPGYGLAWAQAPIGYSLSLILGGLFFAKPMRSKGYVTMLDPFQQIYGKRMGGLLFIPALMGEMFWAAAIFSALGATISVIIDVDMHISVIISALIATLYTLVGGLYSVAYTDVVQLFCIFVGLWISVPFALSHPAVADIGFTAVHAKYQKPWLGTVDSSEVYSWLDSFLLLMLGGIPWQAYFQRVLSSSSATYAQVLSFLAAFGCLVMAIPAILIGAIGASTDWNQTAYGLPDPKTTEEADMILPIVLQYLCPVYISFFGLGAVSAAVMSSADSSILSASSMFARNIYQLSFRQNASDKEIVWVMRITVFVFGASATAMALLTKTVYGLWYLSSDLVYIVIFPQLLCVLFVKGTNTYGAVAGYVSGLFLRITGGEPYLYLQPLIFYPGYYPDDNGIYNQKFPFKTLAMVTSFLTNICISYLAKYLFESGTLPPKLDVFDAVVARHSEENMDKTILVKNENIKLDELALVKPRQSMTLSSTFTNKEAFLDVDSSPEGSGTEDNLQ
# OX1R antagonist: blocks the human orexin 1 receptor | O43613 | hit rate 0.43% among 330,000 | AID 434989 | CHO/OX1R cells, Fluo-8 calcium fluorescence, orexin A | inhibition, % at 5 µM;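 active = inhibition above its plate's threshold, mean inhibition of all tested compounds on the plate plus 3 SD, cut at about 37% in these data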;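 note: 0% = orexin A challenge wells and 100% = SB-334867-A antagonist wells; not every result past the cut was called active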
# Target sequence (O43613 whole entry, looked up): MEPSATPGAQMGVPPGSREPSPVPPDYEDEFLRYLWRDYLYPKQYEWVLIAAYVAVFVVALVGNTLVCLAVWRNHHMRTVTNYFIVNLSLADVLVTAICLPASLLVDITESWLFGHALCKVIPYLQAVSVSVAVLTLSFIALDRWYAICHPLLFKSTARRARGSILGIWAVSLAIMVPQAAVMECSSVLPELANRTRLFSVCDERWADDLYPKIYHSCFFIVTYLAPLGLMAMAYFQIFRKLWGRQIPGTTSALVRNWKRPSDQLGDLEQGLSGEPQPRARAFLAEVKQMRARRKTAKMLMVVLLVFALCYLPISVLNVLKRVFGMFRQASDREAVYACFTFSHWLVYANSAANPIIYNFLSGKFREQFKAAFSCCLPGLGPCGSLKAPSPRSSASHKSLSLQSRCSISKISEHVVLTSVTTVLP
# Active calls of the source: *; i = inactive; / = no result given.
Structure,CHT PAM,OX1R antagonist
COc1cc(NC(=O)c2cccc(S(=O)(=O)N3CCCCC3)c2)cc(OC)c1OC,/,-14
Clc1cccc(/C=N/Nc2nc(Cl)nc3ccccc23)c1,i,-28
CCn1cc(C(=O)NCc2ccccc2F)c(=O)c2ccc(C)nc21,i,-16
CC(=O)NNc1cc(N2CCOCC2)nc(N2CCOCC2)n1,i,5
COc1ccc2c(c1)c1nc3ccccc3nc1n2Cc1ccc(OC(C)C)c(OC)c1,i,-42
CC12CN3CC(C)(CN(C1)C3c1ccccc1F)C2 (stereo unspecified),i,-19
Cn1c2ccccc2c2nn(-c3ccccc3)c(=O)cc21,i,-17
CCOc1ccc(S(=O)(=O)n2cc(-c3ccccc3)c(N)n2)cc1,i,-19
Cc1cc(C)nc(NS(=O)(=O)c2ccc(N3C(=O)C4C5C=CC(C5)C4C3=O)cc2)n1 (stereo unspecified),i,-1
C=CCOC(=O)C1CC=CCC1C(=O)Oc1ccc(F)cc1F (stereo unspecified),i,-31
COc1cc([N+](=O)[O-])ccc1N,i,-4
O=C(/C=C/c1ccccc1)Nc1cccnc1,i,10
Cc1nc(SCc2ccc(Cl)cc2)ncc1C(=O)O,i,-15
COc1cccc(N2CCN(C(=O)C3CCN(S(=O)(=O)c4ccc5c(c4)oc(=O)n5C)CC3)CC2)c1,i,-26
COC(=O)c1ccccc1NC(=O)Oc1ccc(F)cc1,i,13
COCCN(C(=O)COC(=O)CCCOc1ccccc1)c1c(N)n(Cc2ccccc2)c(=O)[nH]c1=O,i,-20
Cc1ccsc1C(=O)N(C)C1CCS(=O)(=O)C1 (stereo unspecified),/,-8
COCc1cc(C)nc(OCC(=O)N/N=C\c2cc(C)n(-c3cccc(C(F)(F)F)c3)c2C)c1C#N,i,-36
COc1ccc(N(Cc2cc3cc(OC)ccc3[nH]c2=O)S(=O)(=O)c2ccc(NC(C)=O)cc2)cc1,i,-17
O=C(CN1C(=O)NC2(CCCCCC2)C1=O)Nc1ccc([N+](=O)[O-])cc1,/,11
Cc1ccc(NC(=O)NC(=O)COc2ccc(Cl)cc2Cl)c(C)c1,i,-2
CC(C)C(CC(=O)NCc1ccco1)c1ccco1 (stereo unspecified),i,-6
Sc1oc(-c2ccccc2)cc1C=Nc1ccccc1,i,1
COCCNc1nc(-c2cc3ccccc3o2)cs1,i,-24
COc1c(Br)cc(Br)cc1/C=N/NC(=O)c1cccnc1,i,/
O=C(O)c1ccc(S(=O)(=O)N2CCc3ccccc3C2)cc1,i,0
CC1CN(C(=S)NC(=O)c2ccco2)CC(C)O1 (stereo unspecified),i,-10
COc1ccc(C(=O)N[C@H](C(=O)NCc2cccs2)C(C)C)cc1,i,-21
CCN(CC)CCNS(=O)(=O)c1ccc2[nH]cc(C(=O)O)c(=O)c2c1,i,-3
Cc1ccc(S(=O)(=O)/N=C(\CN2CCOCC2)N2CCCC2)cc1,i,8
CN1C(=O)OC(C)(CCc2ccccc2)C1(C)O (stereo unspecified),i,-8
C=CCN1C(=O)c2ccc(C(=O)OCC(=O)N3CCN(c4ccccc4)CC3)cc2C1=O,i,-17
O=C(CSc1nnc(-c2ccccc2)n1CC1CCCO1)N1CCCC1 (stereo unspecified),i,-16
Cc1ccc(NC(=S)Nc2ccc(Br)cc2)cc1,i,-1
COC(=O)c1c(-c2ccccc2Cl)noc1-c1cnc(N)nc1C(F)(F)F,i,-17
CCOC(=O)c1cc(C#N)c(SCC(=O)O)[nH]c1=O,i,-4
Cc1c(C(=O)N2CCN(c3ccccc3)CC2)oc2c1C(=O)CC(C)(C)C2,i,-15
CCOC(=O)C[C@H]1c2cc(F)ccc2S(=O)(=O)N1C1CCCC1,i,2
OCC1(Cc2ccccc2)CCCN(C2CCCC2)C1 (stereo unspecified),i,-40
COc1cc2c(cc1OC)C(c1ccccc1)NCC2 (stereo unspecified),i,-20
CC(CNC(=O)Cn1ccc(N)nc1=O)c1ccccc1 (stereo unspecified),/,-21
N#C/C(=C\c1ccc(Cl)cc1Cl)c1n[nH]c(Cn2cncn2)n1,i,-9
CC(=O)Nc1ccc(-n2nnnc2SCC(=O)Nc2cccc(NC(=O)c3ccco3)c2)cc1,i,3
CCC(=O)Nn1c(C2CCC2)nc2ccccc2c1=O,i,-18
CCOc1ccccc1NC(=O)C1CCCCN1S(=O)(=O)c1ccccc1 (stereo unspecified),/,33
Nc1nc(OCC(F)(F)F)cc(Oc2ccccc2F)n1,i,-3
COc1ccc(C(=O)COC(=O)CNC(=O)c2ccc(C)s2)c(OC)c1,/,-15
CCc1ccc(C2NC(=S)NC3=C2C(=O)CC(C)(C)C3)cc1 (stereo unspecified),i,1
c1ccc(-c2csc3ncnc(N4CCN(Cc5ccc6c(c5)OCO6)CC4)c23)cc1,i,-29
C/C=C/C(=O)OCC(=O)Nc1nc2ccc(C)cc2s1,i,-3
CCCC(NC(=S)NCC1CCCO1)C12CC3CC(CC(C3)C1)C2 (stereo unspecified),i,-21
COc1ccc(C2(C(=O)Nc3ccc(C(=O)O)cc3)CCOCC2)cc1,i,1
O=C(CCC(=O)Nc1ccccc1Cl)NNC(=O)COc1ccc([N+](=O)[O-])cc1,/,-4
CCOc1c2ccc(C(=O)NCc3ccc4c(c3)OCO4)cc2nn1CCOC,i,-5
COc1cccc(NC(=O)c2ccc(S(=O)(=O)N3CCCCC3)cc2)c1,i,-15
CCOc1ccc(C2/C(=C(\O)c3ccc(OC)c(OC)c3)C(=O)C(=O)N2c2cc(C)on2)cc1OC (stereo unspecified),i,-7
Cc1ccnc2nc(C(=O)OCC(=O)Nc3ccc([N+](=O)[O-])cc3Br)nn12,/,5
Cc1cc(Cl)ccc1NC(=S)N1CCOCC1,i,5
CC1(C)CC(=O)/C(=C(/O)Cc2ccccc2)C(=NCCc2ccccc2)C1,i,-40
O=S(=O)(Nc1ccc(S(=O)(=O)Nc2nccs2)cc1)c1ccc(Br)cc1,i,5

# (further entries)
Structure,CHT PAM,OX1R antagonist
COc1cc(SC)ccc1C(=O)Nc1cc(C)ccn1,i,-15
CCCCNC(=O)c1sc2ncnc(N3CCc4ccccc4C3)c2c1C,i,-21
CCOC(=O)CSc1snnc1C,i,5
O=C(NC1CCCCC1)c1ccc2c(c1)S(=O)(=O)c1ccccc1C2=O,i,-26
CSc1cccc(NC(=S)NCCCN2CCN(c3ccc(F)cc3)CC2)c1,i,-15
Cc1ccnc(NC(=S)NC(=O)c2cccs2)c1,i,-5
O=C(NCc1cccnc1)c1ccc(Br)o1,i,-10
COc1cc(CC(=O)OCC(=O)Nc2ccc3c(c2)OCCO3)cc(OC)c1OC,i,-19
O=C(C1CCCN(S(=O)(=O)c2cc(Cl)ccc2Cl)C1)N1CCCC1 (stereo unspecified),i,-1
Cc1ccc(NC(=O)CSc2nc3ccccc3c(=O)[nH]2)cc1[N+](=O)[O-],/,10
C=CCc1ccc(OCCOCCOc2ccc(C)cc2[N+](=O)[O-])c(OC)c1,i,-9
CC(=O)c1cccc(N(CC(=O)NCCc2ccccc2)C(=O)c2csnn2)c1,i,-4
O=C1C=C(/C=C/c2ccccc2)C[C@@H](c2ccc3c(c2)OCO3)C1,/,-10
NS(=O)(=O)c1ccc2nc(-c3ccccc3)c(-c3ccccc3)nc2c1,i,-24
Cc1noc(C)c1CSc1nnc2cc(C)c3ccccc3n12,i,-6
CCOc1ccc(C(=O)Nc2cc(C)on2)cc1OCC,i,-10
O=C(O)CCCc1c(-[n+]2ccccc2)[nH]c2ccccc12,i,-10
O/C(=C\c1nc2ccccc2[nH]1)c1cccs1,i,-27
O=C1c2ccc3c4c(ccc(c24)C(=O)N1NC(=O)C(F)(F)F)CC3,i,0
Cc1cccc(N2CCN(C(=O)Cc3cn(C)c4ccccc34)CC2)c1C,i,-39
CCCCSc1nc2c(c(C(F)(F)F)c1C#N)CCC2,i,-9
O=c1c2c(n3cnnc3n1C1CCCCC1)-c1ccccc1CC21CCCCC1,i,0
CC1=C(C(=O)OCC2CCCO2)C(c2ccc(Cl)c(Cl)c2)NC(=O)N1 (stereo unspecified),i,-26
Cc1cnc(C(=O)OCC(=O)N2CCc3ccccc32)cn1,i,-12
O=C(Nc1ccccc1-c1ccccc1)C1CCCCC1,i,-13
COc1ccc(C(=O)/C=C/Nc2ccc(S(=O)(=O)Nc3cccc(C(C)=O)c3)cc2)cc1,i,47*
COc1ccc(CCNC(=O)/C=C/c2ccc(OC)c(S(=O)(=O)N3CCOCC3)c2)cc1,i,-18
CCOC(=O)c1sc(NC(=O)CCN2CCN(CC)CC2)c(C(=O)OCC)c1C,i,-42
COc1ccc(OC)c(CNC(=O)C2CCCN(S(=O)(=O)N3CCC(C)CC3)C2)c1 (stereo unspecified),i,-17
O=[N+]([O-])c1ccccc1S(=O)(=O)N1CCN(CC2CC3C=CC2C3)CC1 (stereo unspecified),i,-24

# Five records picked at random from those above:
Structure,CHT PAM,OX1R antagonist
O=C(NCc1cccnc1)c1ccc(Br)o1,i,-10
COc1ccc(CCNC(=O)/C=C/c2ccc(OC)c(S(=O)(=O)N3CCOCC3)c2)cc1,i,-18
O=C1c2ccc3c4c(ccc(c24)C(=O)N1NC(=O)C(F)(F)F)CC3,i,0
C=CCc1ccc(OCCOCCOc2ccc(C)cc2[N+](=O)[O-])c(OC)c1,i,-9
O=C(O)CCCc1c(-[n+]2ccccc2)[nH]c2ccccc12,i,-10

# Returning to the listing, repeating the 3 entries before the break.
Structure,CHT PAM,OX1R antagonist
CCOC(=O)c1sc(NC(=O)CCN2CCN(CC)CC2)c(C(=O)OCC)c1C,i,-42
COc1ccc(OC)c(CNC(=O)C2CCCN(S(=O)(=O)N3CCC(C)CC3)C2)c1 (stereo unspecified),i,-17
O=[N+]([O-])c1ccccc1S(=O)(=O)N1CCN(CC2CC3C=CC2C3)CC1 (stereo unspecified),i,-24
COc1ccc2oc(=O)c(N3C(=O)c4ccccc4C3=O)cc2c1,i,-20
O=C(NCCC(=O)N1CCN(c2ccccn2)CC1)c1ccc(Br)cc1,i,-26
C=C(C)CN=C1NN=C(c2cc(C)n(-c3ccc(C)cc3)c2C)CS1,i,-19
CCOC(=O)N1CCN(S(=O)(=O)N2CCCC(C(=O)NCCc3ccc(C)cc3)C2)CC1 (stereo unspecified),i,-27
CSc1nc(Cl)cc(Nc2ccccc2N)n1,i,-22
COC(=O)C1CCN(C(=O)c2ccc(Cl)c(S(=O)(=O)NCc3cccnc3)c2)CC1,i,5
CCOC(=O)C1CCN(S(=O)(=O)C(F)(F)c2nc3ccccc3s2)CC1,i,-24
CC(Oc1ccc(Cl)cc1)C(=O)NNC(=S)NC(=O)c1ccco1 (stereo unspecified),i,6
Cc1ccc(-c2csc(N/N=C/c3ccco3)n2)c(C)c1,i,-30
Cc1cc(/C=N/n2cnnc2)c(C)n1-c1cc(Cl)ccc1Cl,i,-6
CCCCN1C(=O)C(O)(CC(=O)c2ccco2)c2cc(Br)ccc21 (stereo unspecified),i,-6
Cc1cccn2c(=O)c(C=O)c(N3CC(C)OC(C)C3)nc12 (stereo unspecified),i,-6
Cc1ccc(CC(C(=O)O)C(C)C(=O)Nc2ccc(F)cc2)cc1 (stereo unspecified),i,/
COc1ccc2cc(S(=O)(=O)N3CCCC3)ccc2c1,i,-29
Cc1ccc(C)c(C(=O)COC(=O)c2ccc(Br)o2)c1,i,-34
O=C(Oc1ccc2c(c1)OCO2)C12CC3CC(CC(C3)C1)C2,i,-10
CN(C)S(=O)(=O)c1ccc(C(=O)NNC(=O)c2ccccc2-n2cccc2)cc1,/,12
Cn1c(N2CCOCC2)c(C#N)c2ccccc21,i,-15
COc1ccc(CCNC(=O)CSc2n[nH]c(N)n2)cc1OC,i,-21
CC(C)OCCCNC(=O)c1ccc(C2SCC(=O)N2Cc2ccco2)cc1 (stereo unspecified),i,-17
CCOC(=O)c1c(C)[nH]c(C(=O)CSc2nc(C)cc(C)n2)c1C,i,-27
Nn1c(SCc2ccccc2)nc2ccccc21,i,-17
CN(C)c1ccc(Nc2ncnc3ccc(Br)cc23)cc1,i,-22
COc1ccccc1CCC(=O)OCC(=O)Nc1ccc(C)c(S(=O)(=O)N2CCCCC2)c1,i,-27
Nc1nnc(/C=C/c2ccccc2)s1,i,4
O=c1[nH]c(CN2CCOCC2)nc2scc(-c3ccccc3)c12,i,-11
O=C(Nc1nnc(SCc2cccc(F)c2)s1)c1ccco1,i,-7
O=C(COC(=O)c1ccc2c(c1)OCCO2)Nc1ccc(F)cc1F,/,-22
NC(=O)c1ccc(-c2nnc(Nc3ccc(S(N)(=O)=O)cc3)c3ccccc23)cc1,i,1
Cc1ccc(C(=O)N/C(=C\c2ccc(-c3cc(Cl)ccc3Cl)o2)C(=O)NCc2cccnc2)cc1,i,-5
CC(=O)Oc1ccc2c(c1)c(C(C)=O)c(C)n2C,i,-15
CC(=O)Nc1cc(NC(C)=O)cc(C(=O)OC(C)C(=O)Nc2ccc(S(=O)(=O)N3CCCC3)cc2)c1 (stereo unspecified),i,1
Cc1cc(C)nc(SCC(=O)Nc2ncc(Cc3ccc(Cl)c(Cl)c3)s2)n1,i,-18

# Sorted by count of non-hydrogen atoms (falling): some entries from above
Structure,CHT PAM,OX1R antagonist
COc1cccc(N2CCN(C(=O)C3CCN(S(=O)(=O)c4ccc5c(c4)oc(=O)n5C)CC3)CC2)c1,i,-26
CCCCN1C(=O)C(O)(CC(=O)c2ccco2)c2cc(Br)ccc21 (stereo unspecified),i,-6
CC(C)C(CC(=O)NCc1ccco1)c1ccco1 (stereo unspecified),i,-6

# Individual results from above.
# Entry for CC(CNC(=O)Cn1ccc(N)nc1=O)c1ccccc1 (stereo unspecified) in OX1R antagonist: -21
# Entry for Cc1cc(C)nc(SCC(=O)Nc2ncc(Cc3ccc(Cl)c(Cl)c3)s2)n1 in OX1R antagonist: -18
# Entry for CCOc1ccc(S(=O)(=O)n2cc(-c3ccccc3)c(N)n2)cc1 in OX1R antagonist: -19
